CHRM4 PAM: human M4 muscarinic receptor positive allosteric modulators, primary screen, CHO-K1 cells, Fluo-8 calcium fluorescence; Muscarinic acetylcholine receptor M4 (Homo sapiens), P08173; CHO-K1 hM4/Gqi5, ACh EC20; 0% = ACh EC20, 100% = maximal ACh; activation, % at 3 µM; hit rate 0.4% among 360,000; AID 624126, 2012;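 active = activation above its plate's cutoff, the mean activation of sample wells plus 3 SD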; also: some results filed as inactive read as strong as hits
Target sequence (P08173 whole entry, looked up): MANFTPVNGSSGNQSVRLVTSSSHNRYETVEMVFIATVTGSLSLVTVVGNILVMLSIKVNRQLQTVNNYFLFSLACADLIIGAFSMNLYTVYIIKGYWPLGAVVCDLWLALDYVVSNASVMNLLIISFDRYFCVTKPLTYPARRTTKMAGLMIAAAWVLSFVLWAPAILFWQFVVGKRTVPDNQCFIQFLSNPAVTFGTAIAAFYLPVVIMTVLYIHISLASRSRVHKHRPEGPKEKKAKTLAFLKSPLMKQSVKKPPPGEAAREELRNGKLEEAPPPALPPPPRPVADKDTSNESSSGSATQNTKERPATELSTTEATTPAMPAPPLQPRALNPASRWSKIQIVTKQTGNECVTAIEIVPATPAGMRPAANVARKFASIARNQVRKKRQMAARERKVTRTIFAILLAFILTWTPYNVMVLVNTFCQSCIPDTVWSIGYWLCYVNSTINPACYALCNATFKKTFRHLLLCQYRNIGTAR
M5 antag: human M5 muscarinic receptor antagonists, primary screen, CHO cells, Fluo-8 calcium fluorescence | hit rate 0.59% among 360,000 | CHO-hM5 cells, ACh EC80 | inhibition, % at 3 µM | Muscarinic acetylcholine receptor M5 (Homo sapiens), P08912;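 active = inhibition above a per-plate cutoff, the mean of that plate's test compounds plus 3 SD, cut at about 27% in these data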;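 also: 0% = acetylcholine EC80 with DMSO and 100% = DMSO without agonist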
M5 ag: human M5 muscarinic receptor agonists, primary screen, CHO-K1 cells, Fluo-8 calcium fluorescence; AID 624037, 2012; activation, % at 3 µM; Muscarinic acetylcholine receptor M5 (Homo sapiens), P08912; CHO-K1 hM5 cells; 0% DMSO wells, 100% maximal acetylcholine response; hit rate 0.19% among 360,000;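 active = activation above the run's mean over test compounds plus 3 SD, cut at about 23% in these data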;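 also: signal is peak over basal fluorescence ratio across the kinetic read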
TAAR1 antagonist: human TAAR1 antagonists, primary screen, Fluo-8 calcium fluorescence, CHO RD-HGA16 cells; Trace amine-associated receptor 1 (Homo sapiens), Q96RJ0; antagonist; inhibition, % at 3 µM; hit rate 1.5% among 360,000;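 active = inhibition above a per-plate cutoff, the mean inhibition of test compounds on that plate plus 3 SD, cut at about 49% in these data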;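 also: 0% = DMSO plus EC80 beta-PEA response and 100% = DMSO alone without agonist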
Target sequence (Q96RJ0 whole entry, looked up): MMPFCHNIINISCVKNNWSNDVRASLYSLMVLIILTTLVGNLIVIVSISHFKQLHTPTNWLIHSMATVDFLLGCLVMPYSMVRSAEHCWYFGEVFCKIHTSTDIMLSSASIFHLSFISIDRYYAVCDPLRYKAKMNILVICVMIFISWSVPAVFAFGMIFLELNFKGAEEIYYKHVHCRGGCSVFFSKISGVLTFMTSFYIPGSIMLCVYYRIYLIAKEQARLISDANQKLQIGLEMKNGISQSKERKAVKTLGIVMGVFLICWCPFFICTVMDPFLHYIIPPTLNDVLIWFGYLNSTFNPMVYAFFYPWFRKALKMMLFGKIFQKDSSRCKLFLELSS
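Test system – hTAAR1-expressing CHO RD-HGA16 cells, Gα16-coupled · Reagent – β-PEA at EC80 concentration, post-compound challenge · Compound dosing – 3 µM, single point · Timing – 140 s kinetic read after compound, 140 s after agonist · Detection – Fluo-8 intracellular calcium dye fluorescence, real-time kinetic reads · Control set – DMSO and EC80 PEA controls · Repeats – n of 1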
CRFR2-BP ag: agonists of CRF-BP/CRF-R2 complex, primary screen, cell-based, HEK293, calcium dye fluorescence, uHTS | CRF-binding protein / CRF receptor 2 complex (human) | calcium dye fluorescence (FLIPR); percent of saturating CRF peptide response | activation, % at 13.2 µM | hit rate 0.46% among 350,000 | AID 588473, 2011;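 active = activation of at least 50%, plus an integration ratio under a set limit after plate pattern correction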;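 also: plate controls were neutral control wells without compound for no effect and CRF at EC100 for full effect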
TAAR1 ag: human TAAR1 agonists, primary screen, Fluo-8 calcium fluorescence, CHO RD-HGA16 cells; Trace amine-associated receptor 1 (Homo sapiens), Q96RJ0; vehicle wells 0%, saturating PEA agonist 100%; activation, % at 3 µM; hit rate 0.99% among 360,000; AID 624467, 2012;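 active = activation above the mean activation of all test compounds in the run plus 3 SD, cut at about 38% in these data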
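Assay system: CHO-derived RD-HGA16 cells with stable Gα16 and human TAAR1; timing: 17-24 h seeding, 75 min 37 °C dye, 30 min RT; read-out: % activation from peak over basal fluorescence ratio, DMSO-to-PEA scaled; measured by: kinetic Fluo-8 calcium fluorescence; benchmarks: low control DMSO, high control PEA (EC100); doses: 3 µM single concentration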
CRFR2-BP antag: antagonists of CRF-BP/CRF-R2 complex, primary screen, cell-based, HEK293, calcium dye fluorescence, uHTS; CRF-induced calcium fluorescence; inhibition, % at 11.8 µM; hit rate 0.59% among 350,000;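 active = inhibition of the ligand-induced calcium signal above about 50% at the single tested concentration, limit read from the data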
M5 PAM: human M5 muscarinic receptor positive allosteric modulators, primary screen, CHO-K1 cells, Fluo-8 calcium fluorescence | activation, % at 3 µM | CHO-K1 hM5, ACh EC20 PAM; 0% = ACh EC20, 100% = ACh EC100 | AID 624038, 2012 | hit rate 0.3% among 360,000;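 active = activation above the run cutoff, the mean activation of all test compounds plus 3 SD, cut at about 18% in these data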
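System: CHO-K1 cell line with stable human muscarinic M5 receptor expression | Also added: EC20 acetylcholine as agonist stimulus | Compound: One concentration, 3 µM final (nominal) | Timing: Fluo-8 loading 80 min at 37 °C plus 30 min room temperature | Measured by: Fluo-8 calcium dye fluorescence, kinetic read | Read-out basis: % activation, ACh-normalized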
CHO-K1 Ca PAM: nonselective calcium activators in parental CHO-K1 cells, primary screen, counter-screen for M1 PAM project, cell-based, Fluo-8 calcium fluorescence, full deck, 1536-well; activation, % at 3 µM; hit rate 0.02% among 360,000; ATP EC20; 0% at ATP EC20, 100% at ATP max;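 active = activation above the run cutoff, the mean activation of all test compounds plus 3 SD, cut at about 40% in these data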;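 also: peak over basal fluorescence ratio in a 140 s read after ATP addition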
An asterisk follows results filed as active; nt = no result given.

Every second line gives: CHRM4 PAM	M5 antag	M5 ag	TAAR1 antagonist	CRFR2-BP ag	TAAR1 ag	CRFR2-BP antag	M5 PAM	CHO-K1 Ca PAM
COc1ccc(Cc2nnc(SCC(=O)Nc3ccc(N4CCOCC4)cc3)n2C)cc1
  -3.6	2.8	-0.3	-18.7	-0.4	2.7	-3.1	3.9	5.2
O=c1c2cc(NC(=S)NCCN3CCCCCC3)ccc2nc2n1CCCCC2
  -16.4	2.4	-5.7	-13.7	-1.6	1.4	1.7	1.4	-6.1
COc1ccc(OC)c2sc(N3CCN(C(=O)c4ccc([N+](=O)[O-])s4)CC3)nc12
  11.8	0.0	0.3	21.3	-1.7	5.8	6.1	-9.8	6.1
Cc1ccc(S(=O)(=O)N(C)CC(=O)N2CCCC2)cc1
  3.1	2.3	-1.0	-2.9	5.2	9.0	-20.9	1.7	11.2
O=C1C(=O)N(c2ccccc2)C(c2ccccc2)C1c1ccccc1 (stereo not given)
  9.6	13.4	-10.1	-1.5	14.4	20.2	-4.1	1.7	10.2
CCCCCCCOc1ccc(C2CC(=O)N(C)C2=O)cc1 (stereo not given)
  -4.5	-6.8	-11.0	-5.3	-2.5	0.3	0.2	-5.4	10.6
CN(C1CCCC1)C1CCN(C(=O)CNC(=O)/C=C/c2ccc(F)cc2)CC1
  -1.4	-2.1	-4.8	-11.1	-0.6	-0.5	6.8	3.0	18.1
CN1CCN(C(=O)/C(=C/c2ccc([N+](=O)[O-])cc2)NC(=O)c2ccccc2)CC1
  -2.0	11.7	-2.6	7.9	-1.6	1.7	-3.6	0.8	8.9
COC(=O)[C@]1(C)N[C@H](c2ccc(-c3cccc(Cl)c3)cc2)[C@@H]2C(=O)N(C)C(=O)[C@@H]21
  2.7	-3.4	0.8	-8.1	-1.0	10.4	1.4	3.9	-1.1
CCOC(=O)c1nnc(-c2ccccc2)nc1Oc1ccccc1Cl
  14.7	11.4	-1.6	2.6	0.7	10.3	9.8	4.1	11.3
CCOC(=O)c1c(S(=O)(=O)NCC(=O)N2CCN(c3ccccc3)CC2)c(C)n(C)c1C
  0.2	2.9	-3.7	-34.1	-1.8	0.8	4.1	-3.7	14.8
Cc1cc(-c2n[nH]c(=S)n2/N=C/C(Br)=C/c2ccccc2)n[nH]1
  -0.9	9.6	0.1	-12.9	-1.6	-1.6	-22.1	-5.3	2.3
COc1ccc(OC)c(NC(=O)C2CCCN(S(=O)(=O)c3ccc(-n4cnnn4)cc3)C2)c1 (stereo not given)
  -1.4	3.4	-0.5	46.4	1.4	10.6	7.2	-5.4	1.5
COc1ccc(C(=O)/C=C/c2ccc(O)cc2)cc1
  2.8	1.7	0.4	-4.4	1.8	2.4	16.4	1.0	13.2
COc1ccc(C2C3=C(CCCC3=O)N(CC(=O)O)C3=C2C(=O)CCC3)cc1
  -1.4	-2.0	0.9	7.0	0.0	-0.4	0.7	-3.7	14.9
COc1cccc(OC)c1C(=O)Nc1ccc(N2CCCCC2)cc1
  13.1	-8.5	-6.2	4.5	1.9	10.1	-9.0	20.9*	22.2
COc1ccc(N2CCN(C(=S)Nc3cc(C)ccc3C)CC2)cc1
  -0.8	-3.5	-1.1	-25.1	1.8	0.9	-4.2	2.1	15.4
Cc1cc(C(=O)Nc2cc(S(C)(=O)=O)ccc2Cl)no1
  -0.1	1.3	1.8	-10.9	4.5	0.3	6.0	6.1	16.0
CCN(C(=O)c1ccc(Br)cc1)c1ccccc1
  -19.0	10.8	-12.6	-10.7	-6.5	0.9	8.8	-12.3	-4.7
CC1=NN(c2ccccc2)C(=O)/C1=C/c1cc(C)n(C2CC2)c1C
  10.3	-1.6	-0.9	8.5	-1.1	7.1	-18.3	2.9	-10.1
COc1cc2c(cc1OC)C(C)N(CCc1ccc(Cl)cc1)CC2 (stereo not given)
  -6.3	-2.2	-19.2	-14.0	1.5	7.8	9.1	-11.9	22.6
CS(=O)(=O)N(CC(=O)NCc1ccc(Cl)cc1)C1CCCCC1
  -0.5	-5.3	-2.5	-17.1	-1.1	6.9	8.2	6.1	-3.2
CCOc1ccccc1C(=O)Nc1cccc(-c2nnc(-c3ccccc3)o2)c1
  -3.3	0.4	-0.7	16.6	-0.7	4.9	9.3	-0.1	-0.6
Cc1c(Cc2ccccc2)c(=O)oc2c(C)c(OC(C)C(=O)NCC3CCC(C(=O)O)CC3)ccc12 (stereo not given)
  -6.7	2.4	3.6	7.5	4.4	0.1	5.8	-2.6	7.0
COc1ccccc1NS(=O)(=O)c1cc(N/C(=N/S(=O)(=O)c2ccccc2)c2ccc(F)cc2)ccc1Cl
  -7.1	3.4	-0.6	5.1	0.4	3.8	-17.8	0.6	2.3
CCC(=O)N(Cc1ccco1)Cc1cc2cccc(C)c2n2nnnc12
  4.9	3.3	3.1	25.8	-1.3	-0.3	-4.1	-0.3	-4.2
Cn1ccnc1C(=O)c1cccc(Br)c1
  -1.6	4.4	-3.0	-25.3	-1.1	2.0	16.4	2.5	8.1
COc1ccc(C(=O)NNC(=O)c2ccncc2)cc1[N+](=O)[O-]
  0.6	2.5	-3.9	-15.9	-2.0	1.7	5.0	-0.8	19.5
NNC(=O)c1ccc(COc2ccc3c(c2)CCC3)cc1
  14.0	0.1	0.2	-5.7	-3.1	5.8	-16.9	4.1	9.6
O=[N+]([O-])c1ccc(-c2cn3c(n2)CCC3)cc1
  -7.7	2.6	3.4	-6.1	0.0	1.4	13.3	5.2	7.6
O=C(COc1ccc(N2CC(C(=O)O)CC2=O)cc1)Nc1cccc(C(F)(F)F)c1 (stereo not given)
  2.1	8.2	-2.0	-5.1	-1.5	9.5	-1.1	-1.8	1.4
COCc1cc(/C=N\NC(=O)COc2ccc(Cl)cc2)ccc1OC
  8.3	4.7	-5.0	-16.7	-0.8	0.8	11.3	-1.8	19.3
CC1(C)COC(c2cccc(C3=NC(C)(C)CO3)n2)=N1
  -2.1	-4.6	-0.1	0.1	-1.0	-2.3	-26.7	1.3	-5.0
CCC1(c2ccc(F)cc2)NC(=O)N(CC(=O)N2c3ccccc3NC(=O)C2(C)C)C1=O (stereo not given)
  -3.7	2.3	-0.3	4.0	0.5	1.8	-2.5	-6.2	4.3
O=C1O[C@@H](c2ccccc2)C[C@@H](O)[C@H](O)CCCCc2ccccc21
  -5.0	0.1	2.3	-0.1	nt	3.2	nt	-9.6	1.3
COC(=O)CNC(=O)c1cc(OC)cc(OC)c1
  8.6	5.6	-1.2	-17.0	-2.0	1.4	6.8	-0.5	-7.8
COCCCNC(=O)CCCn1c(=O)[nH]c2ccccc2c1=O
  9.9	1.8	-7.8	-2.1	-1.4	2.5	0.2	6.8	6.6
Cc1nnc(N2C(=O)c3oc4ccccc4c(=O)c3C2c2ccco2)s1 (stereo not given)
  -0.4	6.8	2.1	-20.1	-3.0	1.2	-12.6	-7.9	18.3
CNC(=O)C(NC(=O)CNC(=O)c1ccc(Cl)cc1)C(C)(C)C (stereo not given)
  -0.9	1.7	0.8	-1.7	-2.0	4.2	3.1	-5.6	15.5
CCOc1ccc(C(=O)Nc2cccc(-c3nc4cccnc4o3)c2)cc1Cl
  5.5	-14.6	6.4	nt	-0.2	nt	-35.6	2.1	10.7

An excerpt from above in order of their number in M5 ag, low to high:
| SMILES | M5 ag |
| --- | --- |
| CC1=NN(c2ccccc2)C(=O)/C1=C/c1cc(C)n(C2CC2)c1C | -0.9 |
| COc1ccc(OC)c2sc(N3CCN(C(=O)c4ccc([N+](=O)[O-])s4)CC3)nc12 | 0.3 |
| CCOc1ccc(C(=O)Nc2cccc(-c3nc4cccnc4o3)c2)cc1Cl | 6.4 |

Following part
Every second line gives: CHRM4 PAM	M5 antag	M5 ag	TAAR1 antagonist	CRFR2-BP ag	TAAR1 ag	CRFR2-BP antag	M5 PAM	CHO-K1 Ca PAM
CCCn1c(SCC(=O)NC(=O)Nc2ccc(C)cc2C)n[nH]c1=O
  8.2	7.0	4.3	-10.1	0.0	4.6	-5.3	-5.7	-5.5
CCC(C)c1ccc(NC(=S)Nc2ccc(OC)cc2)cc1 (stereo not given)
  3.7	0.3	-1.4	12.7	1.2	0.3	133.5*	-0.5	22.2
CCCCC1CCC(C(=O)NC2CCS(=O)(=O)C2)CC1 (stereo not given)
  5.3	-1.0	-1.3	5.7	-2.3	-0.4	0.6	2.0	1.5
COc1ccc(-c2ccc3c(c2)c(Sc2ccccc2)c(-c2ccccc2)n3C)cc1
  14.7	-3.9	0.9	-0.2	nt	2.8	nt	6.1	12.2
COc1cccc(Nc2ccc(Nc3cccc(OC)c3)nn2)c1
  -9.0	2.2	-1.1	19.4	-1.4	2.7	-15.5	-5.3	22.2
Cc1ccc(Cn2c(S(=O)(=O)O)nc3ccccc32)cc1
  8.6	-6.1	-1.1	-12.0	0.5	4.4	18.7	6.0	1.8
O=C(NCCc1ccccc1)C1CCCN(c2cnccn2)C1 (stereo not given)
  -3.5	1.9	-0.5	-11.1	-0.8	2.3	-8.6	1.2	5.2
Cc1c(C(=O)OC/C(O)=C(\C#N)c2nc3ccccc3[nH]2)oc2ccccc12
  3.3	-1.3	0.2	-27.9	-0.3	0.2	-4.0	3.6	10.0
CCN(CC)S(=O)(=O)c1ccc2oc(C(=O)NCC3COc4ccccc4O3)c(C)c2c1 (stereo not given)
  -8.8	3.7	-7.1	26.5	0.3	14.2	0.1	-39.3	19.9
CC(=O)c1ccc(N2CCN(CC(=O)Nc3ccccc3C(=O)NC3CC3)CC2)c(F)c1
  -1.8	5.1	3.4	38.8	-1.5	10.7	18.1	-6.8	0.9
COc1cc(/C=C2\SC(=O)N(CCNC(=O)c3cnc(C)cn3)C2=O)cc(OC)c1OC
  2.4	-8.0	-1.8	23.5	-0.4	-0.3	-14.6	-2.2	4.5
CCCc1nnc(NC(=O)CN2C(=O)C3C4C=CC(C4)C3C2=O)s1 (stereo not given)
  3.2	2.5	-7.4	9.9	-0.5	7.1	7.3	8.4	17.0

Assay outcomes as filed in PubChem BioAssay.

An unsorted share of the library; overall some 4.2% were active at least once.
